CYP2C19 act – cytochrome P450 2C19 (human) activation | P33261 | recombinant CYP2C19, luciferin-H EGE luminescence; active compounds read high; 0 = fully inhibited enzyme, 1 = untreated enzyme | activation factor at 5 µM | 96,000 tested, under 10 active | AID 1025;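 active = activation factor of at least 2 at 5 µM in the primary screen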;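 note: 0 = wells with 2.5 mM tranylcypromine and 1 = vehicle-only wells; values of inactives mirror those of a sister screen read the other way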
CYP2C19 inh – human CYP2C19 inhibition | 96,000 compounds, 21% hits | inhibition, % at 5 µM | P33261 | CYP2C19 Supersomes, luciferin-H EGE luminescence, 30 min;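 active = CYP2C19 inhibition above a set limit at 5 µM in the primary screen, cut at about 50% in these data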;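 note: plate controls were negative control wells for no effect and 2.5 mM tranylcypromine positive control for full effect; values of inactives mirror those of a sister screen read the other way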
Calb biofilm kill – kills Candida albicans biofilms. 85,000 compounds, 0.14% hits. inhibition, % at 6 µM. C. albicans biofilm + clotrimazole, Alamar Blue. AID 834;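 active = inhibition above 20%; inactive = inhibition below 20%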;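 note: preformed 24 hr biofilms exposed to compound for 48 hr; 0% = biofilm without compound and 100% = blank killed by clotrimazole plus chlorhexidine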
VCAM1 TNFa inh – reduces TNF alpha induced VCAM1 expression in HUVEC | 95,000 compounds, 0.48% hits | HUVEC TNFa-induced VCAM-1 immunofluorescence, high-content imaging | inhibition, % at 2 µM | AID 802;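 active = inhibition above the batch mean plus 3 SD, with images confirmed as a hit by eye, cut at about 37% in these data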;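 note: 0% = TNF-stimulated DMSO wells and 100% = unstimulated control wells; not every result past the cut was called active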
DAT uptake mod – modulates human dopamine transporter uptake under cocaine. Q01959. LLC-PK1 hDAT cells, [14C]-dopamine uptake with cocaine IC80; actives deviate in either direction. B-score at 10 µM. 110,000 compounds, 1.3% hits;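 active = Z score or B-score, a plate-position-corrected score, falls beyond the plate's 99.7% confidence bounds, in either direction; inactive = both scores lie inside the 99.7% bounds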;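 note: scored against the spread of the other compound wells on the same plate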
Target sequence (Q01959 whole entry, looked up): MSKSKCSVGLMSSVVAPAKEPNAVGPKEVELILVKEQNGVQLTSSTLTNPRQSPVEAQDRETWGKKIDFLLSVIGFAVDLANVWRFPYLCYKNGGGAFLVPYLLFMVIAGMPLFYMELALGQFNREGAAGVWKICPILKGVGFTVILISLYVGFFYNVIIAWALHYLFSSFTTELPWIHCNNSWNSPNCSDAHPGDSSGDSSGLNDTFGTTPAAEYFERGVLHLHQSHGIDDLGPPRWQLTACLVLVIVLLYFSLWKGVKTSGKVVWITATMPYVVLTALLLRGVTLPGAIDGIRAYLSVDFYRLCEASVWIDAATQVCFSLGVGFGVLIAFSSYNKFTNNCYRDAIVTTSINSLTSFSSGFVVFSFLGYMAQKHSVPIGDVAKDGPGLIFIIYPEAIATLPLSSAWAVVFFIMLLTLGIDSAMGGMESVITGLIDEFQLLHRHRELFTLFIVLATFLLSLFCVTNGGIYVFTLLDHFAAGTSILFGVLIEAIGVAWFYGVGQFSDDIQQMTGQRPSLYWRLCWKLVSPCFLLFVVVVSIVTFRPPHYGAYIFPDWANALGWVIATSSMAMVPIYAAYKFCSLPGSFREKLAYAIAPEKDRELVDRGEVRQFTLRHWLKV
IL1B cytotox – HUVEC cytotoxicity counter-screen, IL-1B stimulated. HUVEC cell count loss, Hoechst imaging. cell count reduction, % at 2 µM. 94,000 compounds, 0.41% hits;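 active = cell count reduction more than 3 SD above the screen-wide mean, cut at about 70% in these data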;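 note: normalized per plate to untreated control cells as the no-loss baseline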
CYP2C9 act – activators of human CYP2C9. P11712. AID 1024. 96,000 compounds, 1.4% hits. recombinant CYP2C9, luciferin-H conversion, luminescence; active compounds read high; factor 1 = untreated enzyme, 0 = blocked. activation factor at 5 µM;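 active = activation factor of 2 or more for CYP2C9 at a 5 µM dose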;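 note: 0 = sulfaphenazole-blocked wells and 1 = vehicle-only wells; values of inactives mirror those of a sister screen read the other way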
CYP2C9 inh – inhibitors of human CYP2C9. P11712. CYP2C9 Supersomes, luciferin-H conversion, luminescence. inhibition, % at 5 µM. 96,000 compounds, 20% hits;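 active = blocking of liver enzyme CYP2C9 beyond about 50% at 5 µM, limit read from the data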; note: values of inactives mirror those of a sister screen read the other way
TNFa cytotox – HUVEC cytotoxicity counter-screen, TNF alpha stimulated; 93,000 compounds, 0.17% hits; HUVEC TNFalpha-stimulated, Hoechst cell count, imaging; cell count reduction, % at 2 µM;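 active = cell count reduction exceeding the screen mean by over 5 SD, scaled to untreated wells per plate, cut at about 78% in these data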;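 note: cells counted after 24 h of TNF alpha exposure following the 1 h pretreatment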
* hit, by the source's call. Random draw from the library; overall some 29% were active at least once.

COc1ccc(NC(=O)CSc2c(C)nn(-c3nnc(C)c(=O)[nH]3)c2C)cc1 was read as CYP2C19 act 1.1, CYP2C19 inh -12, Calb biofilm kill -2, VCAM1 TNFa inh -5, DAT uptake mod -0.75, IL1B cytotox -70, CYP2C9 act 1, CYP2C9 inh -4 and TNFa cytotox 9.
`CCCCc1nc(NCCN2CCOCC2)c(C#N)c2c1COC(C)(C)C2` gave CYP2C19 act 0.7, CYP2C19 inh 28, Calb biofilm kill 13, VCAM1 TNFa inh 37, DAT uptake mod 2.6*, IL1B cytotox 29, CYP2C9 act 0.3, CYP2C9 inh 69* and TNFa cytotox -16.
Screening Cc1onc(-c2ccccc2)c1C(=O)Nc1nc(-c2ccccc2)cs1 returned CYP2C19 act 0.3, CYP2C19 inh 70*, VCAM1 TNFa inh 25, DAT uptake mod -0.42, IL1B cytotox 4, CYP2C9 act 0.3, CYP2C9 inh 72* and TNFa cytotox -15.
For CCCn1c(SCC(=O)N2CCc3ccccc32)nnc1-c1ccco1 the results were CYP2C19 act 0.5, CYP2C19 inh 49, Calb biofilm kill -4, VCAM1 TNFa inh -14, DAT uptake mod 1.7, IL1B cytotox -1, CYP2C9 act 0.8, CYP2C9 inh 19 and TNFa cytotox 10.
For COc1ccc(-c2cc(C(=O)N/N=C/c3ccc4c(c3)OCO4)c3ccccc3n2)c(OC)c1 the results were CYP2C19 act 0.3, CYP2C19 inh 66*, VCAM1 TNFa inh 15, DAT uptake mod -0.023, IL1B cytotox -3, CYP2C9 act 0.1, CYP2C9 inh 88* and TNFa cytotox -11.
COc1ccccc1NC(=O)c1ccccc1NS(C)(=O)=O was read as CYP2C19 act 1, CYP2C19 inh -2, Calb biofilm kill 8, VCAM1 TNFa inh -4, DAT uptake mod -0.42, IL1B cytotox -23, CYP2C9 act 0.8, CYP2C9 inh 19 and TNFa cytotox -29.
O=C(CN(CCc1ccccc1)C(=O)CNS(=O)(=O)c1ccccc1)NCc1ccco1 was read as CYP2C19 act 0.8, CYP2C19 inh 20, Calb biofilm kill 7, VCAM1 TNFa inh -7, DAT uptake mod -0.05, IL1B cytotox -8, CYP2C9 act 0.9, CYP2C9 inh 10 and TNFa cytotox -3.
For Cc1cc(=O)[nH]c(SCc2cccc(F)c2)n1 the results were CYP2C19 act 0.9, CYP2C19 inh 7, Calb biofilm kill 3, VCAM1 TNFa inh -7, DAT uptake mod 0.8, IL1B cytotox -5, CYP2C9 act 0.8, CYP2C9 inh 24 and TNFa cytotox -35.
Screening CCCCCCCCn1c(=O)c(C(=O)OCC)c(O)c2ccccc21 returned CYP2C19 act 0.6, CYP2C19 inh 42, Calb biofilm kill 3, VCAM1 TNFa inh 2, DAT uptake mod 0.2, IL1B cytotox 18, CYP2C9 act 0.2, CYP2C9 inh 78* and TNFa cytotox 0.
For COc1cc(-c2nc(S(=O)(=O)c3ccc(Cl)cc3)c(N(C)C)o2)cc(OC)c1OC the results were VCAM1 TNFa inh -1, DAT uptake mod 0.45, IL1B cytotox -65 and TNFa cytotox -29.
`Cc1ccc(S(=O)(=O)N2CCN(C3CC(=O)N(CCc4ccccc4)C3=O)CC2)cc1C` (stereo unspecified) gave CYP2C19 act 0.5, CYP2C19 inh 50*, Calb biofilm kill 11, VCAM1 TNFa inh 12, DAT uptake mod 0.025, IL1B cytotox 2, CYP2C9 act 1.5, CYP2C9 inh -46 and TNFa cytotox -6.
Screening O=C(CC1Oc2ccccc2NC1=O)NC1CCCC1 (stereo unspecified) returned CYP2C19 act 0.7, CYP2C19 inh 34, Calb biofilm kill 5, DAT uptake mod 1.5, CYP2C9 act 2.4* and CYP2C9 inh -138.
O=C(OCc1ccccc1)c1cn(-c2ccccc2)nc1-c1ccncc1 was read as CYP2C19 act 0.5, CYP2C19 inh 52*, Calb biofilm kill 10, VCAM1 TNFa inh 2, DAT uptake mod -0.047, IL1B cytotox -3, CYP2C9 act 0.6, CYP2C9 inh 42 and TNFa cytotox 18.
For CC(=O)C1C(=O)CC(C)(O)C(C(C)=O)C1c1ccc(N(C)C)cc1 (stereo unspecified) the results were CYP2C19 act 0.7, CYP2C19 inh 29, Calb biofilm kill 0, VCAM1 TNFa inh 23, DAT uptake mod 1.8, IL1B cytotox 4, CYP2C9 act 1.1, CYP2C9 inh -9 and TNFa cytotox 10.
Cc1ccc(CSc2nc3sc(C)c(C)c3c(=O)n2Cc2ccco2)cc1 was read as CYP2C19 act 0.6, CYP2C19 inh 35, VCAM1 TNFa inh 24, DAT uptake mod 0.052, IL1B cytotox -10, CYP2C9 act 0.5, CYP2C9 inh 49 and TNFa cytotox 51.
For Cc1ccc(N)c(C(=O)CCCCC(=O)O)c1 the results were CYP2C19 act 0.7, CYP2C19 inh 35, Calb biofilm kill 11, DAT uptake mod -1.9, CYP2C9 act 1.1 and CYP2C9 inh -9.
For CN1CCN(C(=O)CN(c2cccc(Cl)c2)S(=O)(=O)c2ccccc2)CC1 the results were CYP2C19 act 0.9, CYP2C19 inh 7, Calb biofilm kill 2, VCAM1 TNFa inh 4, DAT uptake mod 0.02, IL1B cytotox -4, CYP2C9 act 0.7, CYP2C9 inh 31 and TNFa cytotox 21.
For C/C=C/Cn1c(N(C)Cc2ccccc2)nc2c1c(=O)[nH]c(=O)n2C the results were CYP2C19 act 1.1, CYP2C19 inh -9, Calb biofilm kill -4, DAT uptake mod -0.35, CYP2C9 act 0.9 and CYP2C9 inh 9.
`CCOC(=O)c1[nH]c2ccc(F)cc2c1NC(=O)C(C)N1CCc2cc(OC)c(OC)cc2C1` (stereo unspecified) gave CYP2C19 act 0.1, CYP2C19 inh 91*, Calb biofilm kill -2, VCAM1 TNFa inh 5, DAT uptake mod 1.2, IL1B cytotox 2, CYP2C9 act 0, CYP2C9 inh 98* and TNFa cytotox -16.
Screening CC(=O)c1c(C)[nH]c(C(=O)NCc2cccs2)c1C returned CYP2C19 act 0.9, CYP2C19 inh 8, Calb biofilm kill 11, VCAM1 TNFa inh 14, DAT uptake mod 0.059, IL1B cytotox -22, CYP2C9 act 0.9, CYP2C9 inh 13 and TNFa cytotox -3.
CCc1cc(C(=O)O)c(NC(=O)C(c2ccccc2)c2ccccc2)s1 was read as CYP2C19 act 1, CYP2C19 inh 3, Calb biofilm kill -2, VCAM1 TNFa inh -1, DAT uptake mod 0.72, IL1B cytotox -1, CYP2C9 act 0, CYP2C9 inh 97* and TNFa cytotox -9.
`CC(C)C(=O)Nc1cccc(C(=O)Nc2nnc(C(C)C)s2)c1` gave Calb biofilm kill 1, VCAM1 TNFa inh 0, DAT uptake mod 1.1, IL1B cytotox -20 and TNFa cytotox -10.
CCOc1ccc(OCC)c(NC(=O)CCS(=O)(=O)c2ccc(Br)s2)c1 was read as CYP2C19 act 1.2, CYP2C19 inh -15, Calb biofilm kill 3, VCAM1 TNFa inh 5, DAT uptake mod -0.93, IL1B cytotox -15, CYP2C9 act 1.2, CYP2C9 inh -22 and TNFa cytotox -9.
COc1ccc(C2C(C(=O)c3cc4cccc(OC)c4o3)=C(O)C(=O)N2CCCN(C)C)cc1OC (stereo unspecified) was read as CYP2C19 act 1, CYP2C19 inh -5, Calb biofilm kill 3, CYP2C9 act 1.1 and CYP2C9 inh -12.
For O=C(CCCOc1ccccc1)Nc1cccnc1 the results were Calb biofilm kill 8, VCAM1 TNFa inh 12, DAT uptake mod 0.089, IL1B cytotox 3 and TNFa cytotox 2.
Screening CC(C)NC(=O)C1(O)c2ccccc2NC(=O)N1c1ccc(Cl)c(Cl)c1 (stereo unspecified) returned CYP2C19 act 0.7, CYP2C19 inh 26, Calb biofilm kill 0, DAT uptake mod 0.93, CYP2C9 act 0.5 and CYP2C9 inh 46.
For CCCOC(=O)CN1C(=O)c2ccc(C(=O)OCCC)cc2C1=O the results were CYP2C19 act 0.7, CYP2C19 inh 32, VCAM1 TNFa inh 8, DAT uptake mod 0.79, IL1B cytotox 8, CYP2C9 act 0.7, CYP2C9 inh 32 and TNFa cytotox -1.
Cc1cc(C)cc(-n2nc(C)cc2N)c1 was read as CYP2C19 act 1, CYP2C19 inh 2, Calb biofilm kill 3, VCAM1 TNFa inh 6, DAT uptake mod -0.11, IL1B cytotox 11, CYP2C9 act 0.9, CYP2C9 inh 13 and TNFa cytotox -17.
`c1cnc(SCCOc2ccc3c(c2)CCC3)nc1` gave CYP2C19 act 0.9, CYP2C19 inh 14, Calb biofilm kill 46*, VCAM1 TNFa inh 7, DAT uptake mod -0.57, IL1B cytotox -19, CYP2C9 act 0.8, CYP2C9 inh 23 and TNFa cytotox -11.
For COc1ccccc1NC(=O)N(Cc1ccco1)Cc1cc2cccc(C)c2[nH]c1=O the results were CYP2C19 act 0.1, CYP2C19 inh 90*, Calb biofilm kill 3, VCAM1 TNFa inh 6, DAT uptake mod 1.2, IL1B cytotox -8, CYP2C9 act 0.2, CYP2C9 inh 82* and TNFa cytotox 0.
O=c1oc2ccccc2c(N2CCCC2)c1CN1CCCC1 was read as CYP2C19 act 0.9, CYP2C19 inh 6, Calb biofilm kill 8, VCAM1 TNFa inh 5, DAT uptake mod -0.16, IL1B cytotox 1, CYP2C9 act 0.7, CYP2C9 inh 31 and TNFa cytotox 4.
Screening Cc1cc(F)c(F)c(C(=O)N2CCOCC2)c1 returned Calb biofilm kill -6, VCAM1 TNFa inh 17, DAT uptake mod -0.57, IL1B cytotox 37 and TNFa cytotox -10.
Screening Cc1csc(NC(=O)C2CCCN(S(=O)(=O)c3ccc4c(c3)oc(=O)n4C)C2)n1 (stereo unspecified) returned CYP2C19 act 0.5, CYP2C19 inh 52*, Calb biofilm kill 11, VCAM1 TNFa inh 3, DAT uptake mod 1.1, IL1B cytotox -13, CYP2C9 act 0.5, CYP2C9 inh 49 and TNFa cytotox -16.
`COc1ccc(CCNC(=O)C2CC(=O)N(C3CCCC3)C2)cc1OC` (stereo unspecified) gave CYP2C19 act 1.1, CYP2C19 inh -12, Calb biofilm kill 6, VCAM1 TNFa inh 8, DAT uptake mod -0.14, IL1B cytotox 1, CYP2C9 act 0.9, CYP2C9 inh 8 and TNFa cytotox 26.
C=CCn1c(C)cc(C(=O)CSc2nc3ccccc3c(=O)[nH]2)c1C was read as CYP2C19 act 0.8, CYP2C19 inh 24, Calb biofilm kill 7, VCAM1 TNFa inh 10, DAT uptake mod -0.22, IL1B cytotox -12, CYP2C9 act 0.7, CYP2C9 inh 28 and TNFa cytotox -6.
Screening CC(C)(C)c1ccc(OCC(=O)O)cc1 returned CYP2C19 act 0.7, CYP2C19 inh 30, VCAM1 TNFa inh 4, DAT uptake mod 0.48, IL1B cytotox 31, CYP2C9 act 1.1, CYP2C9 inh -7 and TNFa cytotox -19.
`COc1cccc(/C=N/Nc2nc(Nc3ccccc3)nc(-n3nc(C)cc3C)n2)c1O` gave CYP2C19 act 0.3, CYP2C19 inh 68*, VCAM1 TNFa inh 87*, DAT uptake mod 0.11, IL1B cytotox -8, CYP2C9 act 0.2, CYP2C9 inh 79* and TNFa cytotox 34.
COc1cccc(C(=O)Nc2ccccc2N2CCCC2)c1 was read as CYP2C19 act 0.3, CYP2C19 inh 69*, VCAM1 TNFa inh 3, DAT uptake mod 2, IL1B cytotox 7, CYP2C9 act 0.7, CYP2C9 inh 26 and TNFa cytotox -8.
